# TRPC4 block: blocks the mouse TRPC4 cation channel; Q9QUQ5; HEK293 TRPC4beta/mu-opioid, DAMGO-evoked Fluo4 calcium flux; active compounds read low; B-score at 10 µM; 300,000 compounds, 0.39% hits; AID 2247;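 active = B-score over 3 SD under the library average, no early fluorescence shift, positive overall ratio signal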
#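 Assay system: Stable TRPC4beta/mu-opioid receptor HEK293 cells | Reagent: DAMGO in two steps, submaximal then maximal | Compound dosing: Single concentration per test compound | Signal: Fluo4 Ca2+ flux fluorescence | Evaluation: Per-well B score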
# DYRK1A inh: inhibitors of rat Dyrk1A kinase; Q63470; 310,000 compounds, 0.43% hits; AID 504441; inhibition, % at 12.5 µM; ADP-Glo luminescence, NFATc1 peptide; in the data active = inhibition above about 50%;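 note: plate controls were vehicle with enzyme for no effect and no enzyme for full effect; many of its hits are not listed in these tables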
# Platelet DG rel: modulates dense granule release in human platelets | human platelet-rich plasma, SFLLRN dense granule ATP release, luminescence | inhibition, %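 (compounds screened at 7.5 µM in platelet-rich plasma)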 | 300,000 compounds, 0.22% hits | AID 1663;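 active = mean replicate score, as percent of positive control, at or above 50; inconclusive = mean below 50 but at least one replicate at or above 50; inactive = mean and every replicate below 50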
# hERG protect: compounds protecting human hERG from proarrhythmic drug block. CHO-hERG, FluxOR thallium flux, dofetilide IC70 present. activation (rescue from dofetilide block), less the hit threshold, % at 10 µM. 310,000 compounds, 0.51% hits;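 active = activation above the mean of controls blocked by dofetilide plus 5 SD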;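 note: thallium influx through hERG after potassium depolarization seen as dye fluorescence rise; in these data hits start at about 4.7%; inactives centre near -7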
# PolyA inhibitor: blocks polyadenylation in yeast reporter cells | calls only at 12 µM | AID 1875 | 300,000 compounds, 0.02% hits | S. cerevisiae SKY197-pL101 polyadenylation reporter, beta-gal luminescence; efflux-impaired pdr1/pdr3 knockout yeast; score 100 = 6 SD above DMSO;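 active = lowest replicate activity score at least 50, where 100 means six control SD above control mean; inconclusive = lowest score under 50 but half or more replicates reach 50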;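 note: yeast exposed to compound for 9 h at 30 °C; higher score means more reporter readthrough which indicates perturbed polyadenylation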
# KCNQ1 block: human KCNQ1 channel inhibition; P51787; CHO-K1 KCNQ1, FluxOR thallium flux fluorescence; active compounds read high; B-score at 10 µM; 310,000 compounds, 1.3% hits; AID 2642;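 active = compounds whose thallium flux B-score, printed positive for inhibition, exceeds three library SD while starting fluorescence stays within three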;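 note: channel opened by potassium depolarization with thallium stimulus after 20 min compound exposure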
# Target sequence (P51787 whole entry, looked up): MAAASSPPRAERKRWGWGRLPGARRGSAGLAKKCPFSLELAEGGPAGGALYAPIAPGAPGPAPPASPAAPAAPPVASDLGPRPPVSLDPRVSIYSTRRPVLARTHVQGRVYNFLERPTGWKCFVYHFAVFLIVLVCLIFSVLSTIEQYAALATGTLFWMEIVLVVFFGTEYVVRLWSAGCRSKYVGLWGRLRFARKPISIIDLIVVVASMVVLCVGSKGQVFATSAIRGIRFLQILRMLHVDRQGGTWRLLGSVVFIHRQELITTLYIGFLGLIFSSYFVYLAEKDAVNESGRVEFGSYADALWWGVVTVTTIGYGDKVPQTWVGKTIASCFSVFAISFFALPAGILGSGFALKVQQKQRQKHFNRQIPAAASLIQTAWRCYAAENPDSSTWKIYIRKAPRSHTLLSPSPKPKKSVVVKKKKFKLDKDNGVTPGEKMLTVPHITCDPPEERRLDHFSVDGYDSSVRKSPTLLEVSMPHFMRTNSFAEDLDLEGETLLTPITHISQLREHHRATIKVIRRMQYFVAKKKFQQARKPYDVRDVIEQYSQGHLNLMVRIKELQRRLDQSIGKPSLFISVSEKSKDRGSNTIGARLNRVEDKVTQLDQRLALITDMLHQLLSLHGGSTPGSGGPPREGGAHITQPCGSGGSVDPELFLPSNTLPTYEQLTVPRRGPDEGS
# KCNQ1 act: potentiates or activates the human KCNQ1 potassium channel | CHO-K1 KCNQ1, thallium flux FluxOR fluorescence; active compounds read high | B-score at 10 µM | 310,000 compounds, 0.35% hits;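 active = fluorescence ratio B-score, a plate-corrected score, at least three library SD, with initial intensity B-score within 5 SD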
#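 Assay system: CHO-K1 cells stably expressing KCNQ1; Medium: assay buffer with matched DMSO; Also added: K+/Tl+ depolarizing stimulus; Dosing: single dose; Timing: dye 90 min, compound 20 min, room temperature; Measured by: kinetic FluxOR thallium fluorescence, 10-s 1-Hz baseline, 110-s post-stimulus read; Read-out: peak-minus-minimum fluorescence over initial fluorescence, negative-control normalized, B-scored.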
# KCNK3 inh: human KCNK3 channel inhibition, primary screen; O14649; CHO-KCNK3 thallium flux, FluxOR fluorescence; active compounds read low; B-score at 10 µM; 340,000 compounds, 0.84% hits; AID 602410;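 active = B-score under library mean minus 4 SD, starting fluorescence ratio at most library mean plus 5 SD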;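 note: more negative B-score means stronger inhibition of thallium flux through KCNK3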
# KCNK9 inh: blocks the human KCNK9 two-pore domain potassium channel; Q9NPC2; AID 488922; B-score at 10 µM; 310,000 compounds, 1.2% hits; HEK293 KCNK9, FluxOR thallium flux fluorescence; active compounds read low;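 active = ratio B-score over 3 SD below the library mean, with starting fluorescence within 5 SD of its mean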;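 note: negative B-score means less thallium flux so channel inhibition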
# TRPC4 act: activators of mouse TRPC4 channel; B-score at 10 µM; HEK293 TRPC4beta/mu-opioid, Fluo4 calcium fluorescence; active compounds read high; AID 2237; 310,000 compounds, 0.49% hits; Q9QUQ5;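 active = B-score above 5 SD of library B-scores, and initial fluorescence ratio not above library mean plus 5 SD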;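 note: positive B-score marks a calcium rise read as TRPC4 activation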
#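 System – HEK293 cells stably co-expressing mouse TRPC4beta and mu-opioid receptor · Signal – Fluo4 calcium-sensitive dye fluorescence, kinetic, 1 Hz baseline · Benchmarks – buffer (low) and maximal DAMGO (high) · Read-out – B score of integrated fluorescence ratio per well · Incubation – dye loading 45 min room temperature, 110 s kinetic read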
# TRPC4 potent: TRPC4 (mouse) allosteric potentiation; Q9QUQ5; B-score at 10 µM; HEK293 TRPC4beta/mu-opioid, DAMGO EC20, Fluo-4 Ca2+ flux; active compounds read high; 310,000 compounds, 0.42% hits; AID 2227;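 active = B-score of calcium response area above 5 SD of library B-scores, with initial fluorescence ratio within 5 SD of library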;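 note: B-score of integrated fluorescence ratio over time as area under calcium response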
# * = called active by the depositor; i = inactive; ? = inconclusive; / = no result given. Only part of the results is shown (hit frequency here may not be typical).
# Under each structure: TRPC4 block, DYRK1A inh, Platelet DG rel, hERG protect, PolyA inhibitor, KCNQ1 block, KCNQ1 act, KCNK3 inh, KCNK9 inh, TRPC4 act, TRPC4 potent
O=C(Nc1ccc([N+](=O)[O-])cc1)N1CCc2ccccc2C1
  i, 4, -2, -7, i, i, i, i, i, i, i
COc1ccc(C)cc1NC(=O)COC(=O)C1CCN(C(=O)c2ccc(Cl)cc2)CC1
  /, 0, 1, -8, i, i, i, i, i, i, i
Cc1cc(C)c(NC(=O)C2CC(=O)N(c3ccc4c(c3)OCCO4)C2)c(C)c1 (configuration not stated)
  i, -5, -1, -11, i, i, i, i, i, i, i
O=S(=O)(Nc1nc2ccccc2[nH]1)c1ccc2ccccc2c1
  i, 1, 6, -4, i, i, i, i, i, i, i
COc1cc(OC)cc(C(=O)NCC(=O)N2CCCCC2)c1
  i, -3, 2, -3, i, i, i, i, i, i, i
COc1ccccc1NC(=O)CC1C(=O)NCCN1C(=O)Nc1ccc(Cl)c(Cl)c1 (configuration not stated)
  i, 13, 2, -14, i, i, i, i, i, i, i
O=C(NNC1=Nc2cccc3cccc1c23)c1ccc(Br)cc1
  i, -5, 8, -9, i, i, i, i, i, i, i
CCOC(CNC(=O)Cn1nc(Cc2ccncc2)c2ccccc2c1=O)OCC
  i, 3, 11, -2, i, i, i, i, i, i, i
Cc1ccsc1C(=O)OCc1nc2ccccc2c(=O)[nH]1
  i, 13, 13, -9, /, i, i, i, i, i, i
COc1ccc([N+](=O)[O-])cc1NC(=O)c1csc(C)c1
  i, -5, 4, -7, i, i, i, i, i, i, i
COc1cc(NC(=S)NCc2ccco2)cc(OC)c1
  i, 3, /, -9, i, i, i, i, i, i, i
COC(=O)CCC(=O)Nc1cccc(Cl)c1
  i, 6, 9, -2, i, i, i, i, i, i, i
CCCn1c(SCC(=O)NCc2ccco2)nnc1C(C)C
  i, -3, /, -4, i, i, i, i, i, i, i
Cc1ccc(NC(=O)Nc2ccc(F)cc2F)c(OC(F)F)c1
  i, -6, 4, -14, i, i, i, i, i, i, i
CC(=O)NC12CC3CC(C1)CC(C(=O)OCC(=O)Nc1ncc(Cl)c(C)c1Cl)(C3)C2
  i, -2, 4, -15, i, i, i, i, i, i, i
Cc1cn(C2OC[C@@H](O)[C@@H]2CO)c(=O)[nH]c1=O (some centres not stated)
  i, -2, -2, -5, i, i, i, i, i, i, i
COc1ccc(CNc2cc(C)ccn2)cc1
  i, 5, -3, -3, i, i, i, i, i, i, i
O=S(=O)(/N=C(/c1ccc(F)cc1)N1CCCCC1)c1ccc(Cl)cc1
  i, 13, 8, -6, i, i, i, i, i, i, i
CCn1c(/C=N/Nc2ccc(C(=O)O)cc2)nc2ccccc21
  i, 3, -27, -11, i, i, i, i, i, i, i
O=C(NCCS(=O)(=O)N1CCN(c2ccccc2F)CC1)c1cccs1
  i, 2, -1, -5, i, i, i, i, i, i, i
O=S(=O)(Nc1cccc(-c2cn3c(n2)SCC3)c1)c1ccccc1F
  i, -1, 9, -4, i, i, i, i, i, i, i
O=C(NC1CC1)c1ccc(C2SCC(=O)N2Cc2ccccc2)cc1 (configuration not stated)
  i, 4, -2, -5, i, i, i, i, i, i, i
CCN(CC)S(=O)(=O)c1cccc(NC(=O)/C=C/c2ccc([N+](=O)[O-])cc2)c1
  i, -7, -4, -10, i, i, i, i, i, i, i
Cc1ccc(C(=O)NCCc2nnc3ccc(SCC(=O)Nc4ccccc4C)nn23)cc1
  i, -9, -2, -6, i, i, i, i, i, i, i
CCOc1ccc(NC(=O)CCC(=O)N/N=C(\C)c2cccs2)cc1
  i, 0, 2, -6, i, i, i, i, i, i, i
CCCNC(=O)CSc1nccn1Cc1ccco1
  i, /, -5, -3, i, i, i, i, i, i, i
Cc1nn(CC2CC2)c(=O)n1N(C)c1ncc(C(F)(F)F)cc1Cl
  i, 4, 1, -9, i, i, i, i, i, i, i
O=c1c2ccccc2oc2cc(OCc3ccc(F)cc3)cc(O)c12
  i, 14, 1, -5, i, i, i, i, i, i, i
Cn1ccnc1SCC(=O)N1CCc2ccccc21
  i, -3, -2, -8, i, i, i, i, i, i, i
CC(C)N1CCN(Cc2ccc3c(c2)Cc2ccccc2-3)CC1CCO (configuration not stated)
  i, 0, -4, -1, i, i, i, i, i, i, i
Cc1nn2c(COc3ccc(NC(=O)c4ccccc4Cl)cc3)nnc2c2ccccc12
  i, -2, 1, -6, i, i, i, i, i, i, i
O=C1NC(=O)C(Cc2cccc(Oc3ccccc3)c2)S1 (configuration not stated)
  i, 5, 0, -10, i, i, i, i, i, i, i
CSc1cccc(NC(=O)CN(c2ccc(C)cc2C)S(C)(=O)=O)c1
  i, 3, -32, -8, i, i, i, i, i, i, i
Cc1ccc(/C=N/Nc2cn[nH]c(=O)n2)o1
  i, 5, 1, -8, i, i, i, i, i, i, i
CC(=O)c1c(C)nc2nonc2c1N
  i, 1, ?, -9, i, i, i, i, i, i, i
Cc1cc(C)c(C#N)c(SCC2COc3ccccc3O2)n1 (configuration not stated)
  i, -8, 5, -8, i, i, i, i, i, i, i
CCn1c(SCC(=O)N/N=C/C=C\c2ccccc2[N+](=O)[O-])nc2ccccc21
  i, 1, -7, 0, i, i, i, i, i, i, i
O=C(CCN1CCCCC1)N/N=C/c1c[nH]c2ccccc12
  i, -2, -5, -7, i, i, i, i, i, i, i
Cc1cc(C)c(C)c(OCCCCn2cnc3ccccc3c2=O)c1
  i, -3, 6, -7, i, i, i, i, i, i, i
N#C/C(=C/c1ccc(CNS(=O)(=O)c2ccccc2)o1)C(N)=O
  i, 2, 2, -7, i, i, i, i, i, i, i
Cc1cc(C(C)(C)C)cc(C)c1S(=O)(=O)N1CCN(C(=O)c2cc([N+](=O)[O-])c[nH]c2=O)CC1
  i, -2, -10, -14, i, i, i, i, i, i, i
Oc1ccccc1-c1cc(C(F)(F)F)nc(-c2ccccc2)n1
  i, -5, -1, -2, i, i, i, i, i, i, i
COc1ccc(NC(=O)CN(C)CC(=O)Nc2cccc(F)c2)cc1Cl
  i, /, 4, -17, i, i, i, i, i, i, i
CSCCC(NC(=O)/C(=C/c1ccc2c(c1)OCO2)NC(=O)c1cccc([N+](=O)[O-])c1)C(=O)O (configuration not stated)
  i, 1, 0, -5, i, i, i, i, i, i, i
COc1cc(C(=O)N(c2ccc(C)c(C)c2)C2C=CS(=O)(=O)C2)cc(OC)c1OC (configuration not stated)
  i, /, 2, -7, i, i, i, i, i, i, i
OCC1(Cc2ccc(F)cc2F)CCCN(CCCc2ccccc2)C1 (configuration not stated)
  i, 0, 2, -15, i, i, i, i, i, i, i
Cc1cc(NC(=O)C(C)SCC(=O)OCC(=O)N(C)c2ccccc2)no1 (configuration not stated)
  i, -5, -2, -15, i, i, i, i, i, i, i
O=C(COC(=O)Cc1ccc(Cl)cc1)Nc1ccc(OC(F)F)cc1
  i, -6, -13, -4, i, i, i, i, i, i, i
CCCn1c(Cc2ccccc2)n[nH]c1=S
  i, -5, 2, -9, i, i, i, i, i, i, i
CC(=O)c1cccc(NC(=O)c2cc(-c3ccco3)on2)c1
  i, 7, -4, -2, i, i, i, i, i, i, i
Cc1cccc(Nc2nc(NCCO)nc(N3CCCC3)n2)c1
  i, /, -1, -9, i, i, i, i, i, i, i

# In the list so far, 7 have an NH in an aromatic ring:
# Under each structure: TRPC4 block, DYRK1A inh, Platelet DG rel, hERG protect, PolyA inhibitor, KCNQ1 block, KCNQ1 act, KCNK3 inh, KCNK9 inh, TRPC4 act, TRPC4 potent
O=S(=O)(Nc1nc2ccccc2[nH]1)c1ccc2ccccc2c1
  i, 1, 6, -4, i, i, i, i, i, i, i
Cc1ccsc1C(=O)OCc1nc2ccccc2c(=O)[nH]1
  i, 13, 13, -9, /, i, i, i, i, i, i
Cc1cn(C2OC[C@@H](O)[C@@H]2CO)c(=O)[nH]c1=O (some centres not stated)
  i, -2, -2, -5, i, i, i, i, i, i, i
Cc1ccc(/C=N/Nc2cn[nH]c(=O)n2)o1
  i, 5, 1, -8, i, i, i, i, i, i, i
O=C(CCN1CCCCC1)N/N=C/c1c[nH]c2ccccc12
  i, -2, -5, -7, i, i, i, i, i, i, i
Cc1cc(C(C)(C)C)cc(C)c1S(=O)(=O)N1CCN(C(=O)c2cc([N+](=O)[O-])c[nH]c2=O)CC1
  i, -2, -10, -14, i, i, i, i, i, i, i
CCCn1c(Cc2ccccc2)n[nH]c1=S
  i, -5, 2, -9, i, i, i, i, i, i, i

# Bioassay records (PubChem BioAssay)
